Compound activity from PubChem BioAssay.
Growth percent in the NCI-60 one-dose screen (48 h, 10 µM unless noted): 100 = growth as untreated, 0 = no growth, -100 = all killed.
NCI-H522 = NCI-H522 lung cancer; hit rate 8% among 78,000; AID 1794739
NCI-H23 = NCI-H23 lung cancer. hit rate 4% among 80,000. AID 1794731
HT29 = HT29 colon cancer | hit rate 7.4% among 81,000
COLO 205 = COLO 205 colon cancer | hit rate 7.3% among 79,000 | AID 1794742
NCI-H460 = NCI-H460 lung cancer. hit rate 6.8% among 82,000. AID 1794736
RXF 393 = RXF 393 renal cancer cells; AID 1794773; hit rate 6.9% among 77,000
NCI-H322M = NCI-H322M lung cancer | hit rate 2.7% among 80,000 | AID 1794733
NCI-H226 = NCI-H226 lung cancer; hit rate 3.5% among 79,000; AID 1794732
A498 = A498 renal cancer cells | hit rate 5.4% among 76,000 | AID 1794774
* hit, by the source's call; nt = no result given; & = joins results of further samples. Rule for the calls: active = growth percent below 10; inactive = the rest.

Structure | NCI-H522 | NCI-H23 | HT29 | COLO 205 | NCI-H460 | RXF 393 | NCI-H322M | NCI-H226 | A498
COc1ccc2oc(=O)c(C3(C)NC(=O)c4c(/C=C/C(=O)OC5CC6CCC5(C)C6(C)C)cccc4N3)cc2c1 (stereo unspecified) | 42 | nt | 50 | 53 | 71 | 49 | 74 | 62 | 87
CC[N+](C)(C)c1cccc(O)c1 | nt | 102 | 101 | 113 | 114 | 123 | nt | 105 | 99
N[C@@H](Cc1ccccc1)C(=O)O | 122 | 122 | 98 | 112 | 103 | 103 | 94 | 98 | 81
CCOC(=O)OC(C)CNC(=O)C(C)OC(=O)OCC (stereo unspecified) | 103 | 102 | 110 | 106 | 107 | 107 | 117 | 100 | 98
O=C(O)CC=C(c1ccccc1)c1ccccc1 | 74 | 100 | 86 | 92 | 104 | 114 | 86 | 94 | 87
S=c1ccc2ccccc2[nH]1 | 90&93 | 101&107 | 100&96 | 114&94 | 107 | 105&106 | 96&97 | 104&90 | 110
COc1ccc(C(=O)NCCNc2nccc(-c3c(-c4ccc(F)cc4)nc4sccn34)n2)cc1OC | nt | 80 | 20 | 50 | 33 | 78 | 82 | 66 | 52
Nc1ccccc1NC(=O)CCCCCCC(=O)Nc1ccc2c(c1)/C(=C/c1ccc[nH]1)C(=O)N2 | 12 | 61 | 48 | 79 | 28 | 21 | 41 | 45 | -0.7*
O=C(COc1ccc(/C=C2\C(=O)Nc3cc(Cl)ccc32)cc1)Nc1ccc(Cl)cc1 | 46 | 80 | 75 | 81 | 73 | 76 | 74 | 79 | 102
CC(/C=C1\SC(=S)N(N2CCOCC2)C1=O)=C\c1ccccc1 | 83 | 95 | 101 | 96 | 104 | 90 | 98 | 93 | 105
O=C(CN1C(=O)S/C(=C\C(Cl)=C\c2ccccc2)C1=O)Nc1cccc2nonc12 | 71 | 91 | 90 | 110 | 89 | 76 | 90 | 89 | 95
O=C(O)c1c2ccccc2nc2[nH]c3ccccc3c12 | 99 | 86 | 106 | 108 | 117 | 109 | 97 | 92 | 111
Cc1ccc(N/N=C/c2cn(-c3ccc(C(=O)O)cc3)nc2-c2cc3ccccc3oc2=O)cc1 | 85 | 90 | 106 | 123 | 100 | 101 | 85 | 100 | 113
C1=C(c2ccccc2)CCCC1 | 91 | 100 | 99 | 113 | 109 | 113 | 97 | 100 | 103
Cc1c(C)c2c(c(C)c1NC(=O)CCC(=O)O)CCC(C)(CCCC(C)CCCC(C)CCCC(C)C)O2 (stereo unspecified) | 116 | 109 | 113 | nt | 117 | 126 | 133 | 94 | nt
CCOC(=O)c1nc2c3ccccc3cnn2c1C(=O)c1ccc(OC)cc1 | 95 | 84 | 98 | 98 | 103 | 106 | 101 | 82 | 80
c1ccc2sc(SCc3nc(-c4ccc5c(c4)OCO5)no3)nc2c1 | 96 | 103 | 104 | 103 | 110 | 115 | 102 | 98 | nt
O=C1CCCC(=O)N1CCCCCCN1C(=O)CCCC1=O | 95 | 102 | 100 | 119 | 107 | 105 | 109 | 99 | 104
Cc1cc2ccccn2c1C(=O)c1ccc(C(=O)c2ccccc2)cc1 | 80 | 84 | 82 | 102 | 97 | nt | 90 | 87 | 90
O=c1[nH]c(COc2ccc(F)cc2)nc2sc3c(c12)CCC3 | 96 | 98 | 104 | 118 | 99 | 83 | 102 | 98 | 92
CCOC(=O)NCc1ccccc1 | 100 | 98 | 103 | 113 | 111 | 112 | 97 | 99 | nt
CCC(C(=O)O)N1C(=O)CSC1=S (stereo unspecified) | 92 | 101 | 104 | 118 | 104 | 100 | 104 | 98 | 103
N#Cc1nc(-c2ccccc2)oc1N1CCC[C@@H]1CO | 99 | 95 | 110 | 109 | 105 | 105 | 94 | 97 | 83
CSc1nc(N)cc(N)n1 | 83 | 100 | 97 | 110 | 111 | 121 | 102 | 106 | 100
CCCC/C(=C\c1ccccc1)C(=O)O | 109 | 96 | nt | 101 | 104 | 110 | 104 | 105 | 106

Compound profiles, as listed above. Order of screens: NCI-H522	NCI-H23	HT29	COLO 205	NCI-H460	RXF 393	NCI-H322M	NCI-H226	A498
CCC(C(=O)O)N1C(=O)CSC1=S (stereo unspecified) is entered as 92	101	104	118	104	100	104	98	103
N[C@@H](Cc1ccccc1)C(=O)O is entered as 122	122	98	112	103	103	94	98	81

Next records follow:
Structure | NCI-H522 | NCI-H23 | HT29 | COLO 205 | NCI-H460 | RXF 393 | NCI-H322M | NCI-H226 | A498
O=C(C(c1ccccc1)c1ccccc1)N1CCN(S(=O)(=O)c2ccccc2)CC1 | 91 | 100 | 104 | 99 | 103 | 93 | 95 | 100 | 91
O=C1Nc2cc(Cl)ccc2/C1=C\c1ccc(OCc2ccc(Br)cc2F)cc1 | -28* | nt | 0.6* | 12 | -82* | -67* | -24* | -51* | -76*
COc1cc2nc(Cl)nc(Nc3cccc(C4=NN(C=O)C(c5ccc(Cl)cc5)C4)c3)c2cc1OC (stereo unspecified) | 84 | 98 | 99 | 104 | 90 | 92 | 99 | 85 | 75
CCCCN(CCCC)c1ccc(C(=NC(C)CCCN(CC)CC)c2ccc(N(C)C)cc2)cc1 (stereo unspecified) | -67* | -60* | -72* | -88* | -77* | -84* | -14* | -35* | -12*
C=CCOc1ccc(N=NC(C#N)C#N)cc1 | -13* | 76 | 73 | 22 | 104 | 51 | 93 | 84 | 76
CCN(CC)C(C)(C)COC(=O)c1ccc(N)cc1 | 109 | 96 | 113 | 110 | 104 | 112 | 113 | 101 | 102
C=C(C)[C@@H]1CC[C@]2(C)[C@H](CC[C@@H]3[C@@H]([C@@](C)(O)CCC=C(C)C)CC[C@]32C)[C@@]1(C)CCC(=O)N[C@@H](Cc1ccccc1)C(=O)OC | 99 | 100 | 103 | 113 | 106 | 114 | 99 | 102 | 86
OCc1cnccc1Nc1ccccc1 | 91 | 105 | 93 | 103 | 103 | 108 | 104 | 101 | 102
CC12CCCC1C1CC=C3CC(O)CCC3(C)C1CC2 (stereo unspecified) | 88 | 85 | 97 | nt | 96 | 99 | 89 | 106 | 97
COc1cc(OC)c(C(=O)CCN(C)C)cc1OC | 91 | 103 | 99 | 109 | 104 | 97 | 94 | 93 | 112
Cc1cccc(Cl)c1NC(=O)CS | nt | 98 | 112 | 108 | 105 | 106 | 110 | 93 | 118
CCN(CC)CCNC(=O)c1ccc(C(=O)NCCN(CC)CC)cc1 | 87 | 114 | 101 | 131 | nt | 111 | 105 | 101 | nt
CCOc1ccccc1CNC(=O)C1c2ccccc2C(=O)N(CC(C)C)C1c1cccs1 (stereo unspecified) | 103 | 100 | 113 | 114 | 105 | 107 | 101 | nt | 101
Cc1ccc(O)c(C(=O)c2ccccc2)c1 | nt | 98 | 104 | 113 | 113 | 110 | 138 | 104 | 79
O=C(CCCC1CCCCC1)OC1CCCC1 | 98 | 104 | 109 | 105 | 109 | 112 | 102 | 100 | 102
CC(=O)OCC1=C(C(=O)O)N2C(=O)[C@@H](NC(=O)CSc3ccncc3)[C@H]2SC1 | 103 | 99 | 105 | 108 | 112 | 107 | 104 | 90 | 126
O=S(=O)(c1ccccc1)n1cc2c(c1-c1ccccc1)CCc1sc(Nc3ccccc3)nc1-2 | 78 | 93 | 93 | 103 | 87 | 87 | 76 | nt | 89
O=C1C(Br)=CC(=Nc2ccc(O)c(C(=O)O)c2)C=C1Br | 98 | 96 | 108 | 102 | 109 | 112 | 109 | 96 | 110
FC(F)(F)c1ccc(Nc2nnc(-c3ccccc3Cl)o2)cc1 | 73 | 89 | 93 | 110 | 104 | 107 | 100 | nt | 104
C[C@@H](O)[C@H]1C(=O)N2C(C(=O)O)=C(SC3CN[C@H](C(=O)N(C)C)C3)[C@H](C)[C@H]12 (stereo partly specified) | nt | 97 | 103 | 113 | 102 | 114 | nt | 99 | 89
CCOC(=O)c1nocc1CCCOc1ccc(C(=O)NCc2ccccc2Cl)cc1C | 90 | 87 | 94 | nt | 107 | 111 | 104 | 88 | nt
COc1cc2c(c(OC)c1OC)C1c3ccccc3NC(=O)N1CC2 (stereo unspecified) | 79 | 95 | 95 | 106 | 106 | 112 | 101 | 109 | 92
c1ccc(CCn2nnc3c(Nc4ccc(N5CCCCC5)cc4)ncnc32)cc1 | 76 | 78 | 57 | 93 | 88 | nt | 110 | 80 | 61
Clc1ccc2[nH]cc(-c3cncn3CCc3ccccc3)c2c1 | nt | 46 | 57 | 44 | 68 | 52 | 66 | 48 | nt
CCOC(=O)c1sc(/N=C2\NC(=O)/C(=C/c3ccc(N4CCN(C)CC4)cc3)S2)nc1C | 77 | 99 | 87 | 109 | 109 | 112 | 98 | 100 | 111
CCOC(=O)/C=C1/S/C(=N\N=C\c2ccc(C(F)(F)F)cc2)N(c2ccccc2)C1=O | 99 | 101 | 112 | 116 | 101 | 114 | 110 | 95 | 110
NC(=S)N/N=C1/Cc2cccc3cccc1c23 | nt | 94 | 95 | 101 | 97 | 85 | nt | 99 | 83
COc1ccc(C(=O)/C=C/c2cccc([N+](=O)[O-])c2)c(OC)c1 | 7.3* | 33 | -3.1* | 60 | 1.7* | -34* | 66 | 49 | nt
COc1c(OC(C)=O)cc2c(c1OC(C)=O)C1O[C@H](COC(C)=O)[C@@H](OC(C)=O)[C@H](OC(C)=O)[C@H]1OC2=O (stereo partly specified) | 95 | 93 | 102 | 105 | 113 | 121 | 95 | 99 | 101
CNC(=S)N/N=C/c1cnccn1 | 99 | 103 | 105 | nt | 102 | 100 | 81 | 96 | 47
Nc1nn2c(C=O)c(-c3ccccc3)nc2s1 | 92 | 98 | 91 | 134 | 106 | 106 | 94 | 98 | 123
CCN(CC)CCNc1cccc(Cl)c1 | 79 | 102 | 94 | 98 | 106 | 111 | 104 | 103 | 80
CCN1C(=O)N(CC)C2Nn3c(s/c(=C\C(=O)O)c3=O)=NC21 (stereo unspecified) | 94 | 94 | 102 | 105 | 104 | 113 | 97 | 103 | nt
Nc1nc(Cl)nc2c1ncn2C1CCC(CO)O1 (stereo unspecified) | 103 | 96 | 107 | 116 | 107 | 94 | 100 | 95 | 116
CCOC(=O)C(C(=O)OCC)C(=O)c1cccc2ccc3ccccc3c12 | 101 | 102 | 106 | 122 | 129 | 131 | 108 | 113 | 101
N#CC(=Nc1ccccc1)Nc1ccccc1 | 85 | 95 | 100 | 108 | 124 | 105 | 111 | 98 | 107
Oc1ccccc1C=Nc1ccccc1O | 56 | 94 | 86 | 105 | 96 | 123 | 87 | 96 | 100
COc1cc(Cl)c(C=O)cc1OC | 94 | 106 | 104 | 111 | 106 | 94 | 87 | 86 | 91
Cc1ccccc1NCCO | nt | 97 | 110 | 110 | 106 | 112 | 128 | 102 | 108
O=C1C=CC(=O)N1c1nccs1 | 95 | 110 | 106 | 107 | 114 | 121 | 92 | 101 | 129
CC(=O)NS(=O)(=O)c1c([N+](=O)[O-])ncn1C | 85 | 97 | 94 | 122 | 106 | 119 | 100 | 101 | 89
Cc1ccc(-c2nc3nc(-c4ccccc4)nc(N4CCCN(S(=O)(=O)c5ccccc5)CC4)c3o2)cc1 | 81 | 99 | 98 | 102 | 89 | 93 | 89 | 103 | 75
COc1cc(OC)c(NC(=O)CC2SC(N)=NC2=O)cc1Cl (stereo unspecified) | 99 | 108 | 99 | nt | 110 | 109 | 113 | nt | 119
COc1cccc(-c2cc(C(=O)Nc3ccc(/C=C/c4ccc(OC5CCN(C)CC5)cc4)cc3)ccc2OC)c1 | -46* | 13 | -60* | 29 | -72* | 29 | 5.5* | 76 | nt
C=CC[C@]1(C#N)CC2C=CC1C2 (stereo partly specified) | 97 | 92 | 111 | 152 | 104 | 114 | 93 | 99 | 134
Brc1ccc(-c2cc(-c3ccc4c(c3)OC=CO4)n[nH]2)s1 | 74 | 87 | 74 | 97 | 96 | 101 | 96 | 95 | 91
O=C(O)c1cc(NC(=O)C(Cl)Cl)cc([N+](=O)[O-])c1 | 100 | 97 | 105 | 108 | 107 | 96 | 82 | 91 | 89
O/N=C1\c2ccccc2-c2ccc(Br)cc21 | 96 | 96 | 101 | 136 | 106 | 116 | 101 | 103 | nt
COc1ccc([N+](=O)[O-])cc1C(=O)Nc1cccc(-c2cc(=O)c3c(OC)c(OC)c(OC)cc3o2)c1 | 83 | 95 | 109 | 101 | 105 | 122 | 93 | 85 | 90
CCCCCCCCCCOC(=N)c1ccc(O)c(OCC)c1 | 80 | 93 | 104 | 111 | 102 | 100 | 86 | 81 | nt

Rewritten with values under each structure: 3 of the compounds above
Below each compound: NCI-H522 | NCI-H23 | HT29 | COLO 205 | NCI-H460 | RXF 393 | NCI-H322M | NCI-H226 | A498
C=CC[C@]1(C#N)CC2C=CC1C2 (stereo partly specified)
→ 97 | 92 | 111 | 152 | 104 | 114 | 93 | 99 | 134
Cc1ccc(-c2nc3nc(-c4ccccc4)nc(N4CCCN(S(=O)(=O)c5ccccc5)CC4)c3o2)cc1
→ 81 | 99 | 98 | 102 | 89 | 93 | 89 | 103 | 75
Cc1ccccc1NCCO
→ nt | 97 | 110 | 110 | 106 | 112 | 128 | 102 | 108

Going on with the list:
Structure | NCI-H522 | NCI-H23 | HT29 | COLO 205 | NCI-H460 | RXF 393 | NCI-H322M | NCI-H226 | A498
Cc1ccc(C(C)C)cc1NC=O | 88 | 108 | 99 | 106 | 103 | 97 | 102 | 105 | 97
S=C(Nc1ccccn1)c1ccccn1 | 93 | 105 | 107 | 121 | 100 | 104 | 99 | 106 | 111
O=C(OCC1OC(n2ccc(=O)[nH]c2=O)C2OC12)c1ccccc1 (stereo unspecified) | 91 | 108 | 97 | 107 | 115 | 113 | 104 | nt | 110
COc1cccc(/C=C/C(=O)c2ccc(NC(=O)c3cc4cc5cc(C)ccc5nc4s3)cc2)c1 | 90 | 92 | 103 | 116 | 103 | 116 | 96 | 98 | 102
